Source: PubChem BioAssay
Insulin prom up: MIN6 insulin promoter up-regulation; MIN6 insulin promoter-GFP reporter, high-content imaging; active compounds read high; z-score at 5 µM; 190,000 compounds, 0.3% hits; AID 1625;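 active means z-score above 3 at 5 µM with at least 500 cells counted in the well; inconclusive means wells under 500 cells, flagged as cytotoxic or low count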
Lipid droplet: modulators of hepatic lipid droplet formation | 240,000 compounds, 0.4% hits | inhibition, % at 6.5 µM | AML12 mouse hepatocytes, oleate lipid droplets, BODIPY imaging | AID 1656;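 active means lipid droplet intensity inhibited by at least 50%, with more than 500 cells counted; inconclusive means wells with under 300 cells, treated as cytotoxic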
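Technique: fluorescence imaging, 20x objective, two fields per well / Assay system: AML12 hepatocytes (mouse) / Measure: % inhibition of lipid droplet signal / Doses: 6.5 µM single-point dosing / Incubation: overnight exposure / Reagent: 100 µM oleic acid challenge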
PMI inhibition: MPI inhibition at elevated mannose 6-phosphate – biochemical, fluorescence intensity, high mannose 6-phosphate, primary screen (AID 1220); recombinant PMI enzyme, coupled fluorescence intensity; higher % means a stronger effect; inhibition, % at 20 µM, or IC50 in µM where a hit was titrated; 190,000 compounds, 0.66% hits
T cell modulator: T cell immune modulators affecting CD8 T cell-vesicle binding; AID 2052; calls only at 7 µM; 2C CD8+ T cell-vesicle binding, flow cytometry; active compounds read low; 330,000 compounds, 0.068% hits;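 active means response, share of CD8 T cells binding vesicles, and their 90th percentile fluorescence all below set limits, cut at about 80% in these data, passing the limit was not always enough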
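Test system: purified 2C TCR transgenic mouse naive CD8+ T cells. Probe or stimulus: QL9-peptide-loaded Drosophila micro-vesicles bearing Ld, ICAM-1 and B7-1. Incubation: binding step 1.5 h, 37 °C, antibody labelling 20 min, ice. Measured by: flow cytometry of vesicle-bound cells.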
b-catenin transl: beta-catenin nuclear translocation modulation | HeLa beta-catenin nuclear translocation, immunofluorescence imaging | nuclear translocation activity, % at 5 µM | 190,000 compounds, 0.3% hits | AID 1665;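 active means nuclear translocation activity above 50% at 5 µM, with a well cell count of 50 or more; inconclusive means wells under 50 cells across six images, flagged as toxic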;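 further: per-cell ratio of nuclear to cytoplasmic median beta-catenin stain intensity; plate controls were DMSO negative control for no effect and GSK-3 inhibitor IX positive control for full effect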
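Test system: HeLa cells, endogenous beta-catenin; Compound: single 5 µM dose plus 0.02–20 µM confirmation series; Times: compound exposure 24 h at 37°C; Signal: fluorescence imaging of beta-catenin antibody stain plus DAPI; Read-out: % activation, nuclear-to-cytoplasmic median beta-catenin signal ratio per cell.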
PMI inhibitors: MPI enzyme activity inhibition – biochemical, fluorescence intensity, coupled assay, primary screen (AID 1209). one-dose inhibition, % at 20 µM; IC50 in µM for titrated hits. purified PMI enzyme, coupled fluorescence intensity; higher % means a stronger effect. 190,000 compounds, 0.42% hits;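 further: plate controls were DMSO vehicle for no effect and wells lacking substrate for full effect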
MT stabilizer: stabilizes microtubules in HeLa cells | % tubulin-high responders, % at 10 µM | HeLa tubulin immunostaining HCS, 24 h; share of cells brighter than vehicle mean+2SD | 200,000 compounds, 0.83% hits;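 active means plate Z-score above 3 for both tubulin-high and condensed-nucleus cell shares, with cell loss under 80%, at 10 µM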;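 further: anti alpha tubulin signal scored within the nucleus-defined area of each cell; some results filed as inactive read as strong as hits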
Autophagy mod: modulators of autophagy | 190,000 compounds, 0.98% hits | AID 463193 | calls only at 10 µM (by protocol) | MEF GFP-LC3 puncta imaging; test concentration mostly 10 µM;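 active means percentage of spot-positive cells more than 3 SD above its plate mean, without a fluorescence outlier flag or 80% toxicity; inconclusive means no clear call, values can overlap the other calls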;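 further: spot-positive cell cutoff set from DMSO-treated cells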
TNAP activators: stimulation of alkaline phosphatase TNAP activity – biochemical, luminescent, no phosphate acceptor, uHTS, primary screen (AID 1001); activation fold at 20 µM; hits with a dose series show EC50 in µM; purified TNAP, luminescent activation assay, no phosphate acceptor; higher activation fold means a stronger effect; 200,000 compounds, 0.03% hits; in the data active means activation fold from about 3, or a potency from the dose series; inactive means the rest, 99 in 100 with activation fold below about 1.6; further: many of its hits are not listed in these tables
Insulin prom up cell count: second read-out of Insulin prom up, no call of its own (marks repeat the call); cell count; measured here: cytotoxicity, nuclei count;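 total cells summed across four imaged fields per well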
Lipid droplet cells 6.5 µM: second read-out of Lipid droplet, no call of its own (marks repeat the call); cell count; measured here: cell count, cytotoxicity flag;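 cells counted across two imaged fields per well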
b-catenin transl cell count 5 µM: second read-out of b-catenin transl, no call of its own (marks repeat the call); cell count; measured here: cell count, cytotoxicity flag
T cell modulator vesicle-bound %: recorded beside T cell modulator, whose call it bears; double positive events, %; measured here: CD8+ vesicle-bound cell fraction;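 binding gate set so that unloaded-vesicle control wells show 10% double positive cells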
MT stabilizer Hoechst-high %: further read-out of MT stabilizer, marked with its call; % Hoechst-high responders; measured here: nuclear condensation Hoechst responders;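 share of cells brighter than vehicle mean plus two SD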
MT stabilizer cytotoxicity %: recorded beside MT stabilizer, whose call it bears; toxicity, %; measured here: cytotoxicity by cell density;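 0% = mean cell density of plate MIN control wells and 100% = no cells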
Autophagy mod cell loss 18 h: further read-out of Autophagy mod, marked with its call; toxicity, %; measured here: cell loss, nuclei count;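 cell loss after 18 h compound exposure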
Numbers without * were called inactive; i = inactive; ? = inconclusive; nt = no result given. Unless noted, no stated cut-off is given here; in the data, active means inhibition above about 50%; inactive means the rest.

Compound,MT stabilizer cytotoxicity %,MT stabilizer,Lipid droplet cells 6.5 µM,b-catenin transl,b-catenin transl cell count 5 µM,Autophagy mod,PMI inhibition,T cell modulator vesicle-bound %,T cell modulator,MT stabilizer Hoechst-high %,Insulin prom up cell count,TNAP activators,PMI inhibitors,Lipid droplet,Insulin prom up,Autophagy mod cell loss 18 h
CN(C)c1ccc(S(=O)(=O)NCC(=O)OCC(=O)Nc2cc(Cl)cc(Cl)c2)cc1[N+](=O)[O-],7.0,3.6,753,-2.9,1163,i,5.4%,23.1,i,2.3,1537,1.1,18.0%,13.5,0.4,1.1
COc1ccc2c(c1)C(C)=CC(C)(C)N2S(=O)(=O)c1ccc(Br)cc1,52.7,5.0,nt,75.7*,204*,i,7.5%,53.3,i,12.4,798,1.1,8.3%,?,-1.71,55.0
O=C(CN1CCOCC1)N/N=C/c1ccco1,3.1,2.9,711,0.5,964,i,-2.1%,34.4,i,2.3,1462,1.1,-10.2%,7.6,-0.4,22.4
COc1ccccc1C(=O)NCCc1c(C)[nH]c2c(C)ccc(F)c12,5.7,1.9,669,0.4,1130,i,0.0%,1.6,i,1.3,1273,1,-2.2%,-5.6,-0.28,17.5
COCCNC(=O)/C(C#N)=C/c1ccc(O)c([N+](=O)[O-])c1,1.4,2.5,693,0.8,917,i,11.5%,58.5,i,0.4,1555,0.8,0.0%,-1.2,1.54,0.9
COC(=O)C1=C(C)NC2=C(C(=O)CCC2)C1c1coc2ccccc2c1=O (stereo not given),6.4,3.9,736,-4.7,1078,i,-6.7%,25.8,i,1.7,nt,1.1,0.3%,-22.2,nt,-1.4
CCOc1ccc2nc(/N=C/c3c(C)[nH]n(-c4ccc(C)cc4)c3=O)sc2c1,11.9,4.4,610,-0.6,922,i,-0.8%,38.6,i,3.9,1153,2,-2.8%,-1.9,0.36,-5.4
CN1CCN(C(=O)/C=C/c2cn(-c3ccccc3)nc2-c2ccc3c(c2)OCCO3)CC1,7.7,2.6,689,-2.1,1077,i,6.0%,30.3,i,2.9,1180,1.1,7.5%,49.1,-0.3,0.5
Cc1ccc(OCC(=O)NNC(=O)CCC(=O)NCc2ccccc2)cc1,10.4,2.5,nt,nt,nt,i,3.1%,63.1,i,1.6,nt,1.1,6.2%,nt,nt,-18.4
COc1cc(C(O)c2nc3ccccc3s2)cc(OC)c1OC (stereo not given),nt,nt,708,2.5,1287,nt,nt,34.5,i,nt,955,nt,nt,25.2,-0.12,nt
COc1ccc(Cn2nnnc2C(c2ccccc2Cl)N2CCN(C)CC2)cc1 (stereo not given),12.3,2.3,763,-7.0,1247,i,-8.6%,nt,nt,3.4,1256,1.1,-0.1%,5.4,0.06,-8.5
CN(C)c1ccc(C2CNC(c3ccc(Cl)c([N+](=O)[O-])c3)c3[nH]c4ccccc4c32)cc1 (stereo not given),nt,nt,694,2.1,1270,nt,nt,23.4,i,nt,916,nt,nt,-1.0,-0.89,nt
CNC(=O)c1sc(=S)n(-c2ccc(OC)cc2)c1N,8.6,4.4,641,0.1,1524,i,3.3%,60.4,i,2.3,1503,1.1,4.2%,9.0,0.28,18.5
O=C(O)C1=C[C@@H](C2CCCCC2)C[C@@H](OCc2ccc(CO)cc2)O1,9.4,1.5,639,-0.6,1118,i,5.7%,48.3,i,1.9,1195,1,-8.5%,-1.7,1.69,1.7
COc1cc(/C(C)=N/NC(=O)C(O)(c2ccccc2)c2ccccc2)ccc1O,5.8,2.3,690,0.6,1506,i,-0.4%,15.8,i,1.5,1411,1.1,-7.2%,-11.9,-0.03,-4.2
Cn1c(=O)n(C)c2cc([N+](=O)[O-])c(N3CCN(CCO)CC3)cc21,4.8,3.7,649,-3.9,1024,i,5.1%,41.8,i,1.6,1525,1,8.8%,-5.1,-0.17,-7.9
CCCOc1ccc(N2CC(C(=O)Nc3ccccc3C(=O)NCc3ccco3)CC2=O)cc1 (stereo not given),6.2,5.4,700,nt,nt,i,3.0%,34.1,i,2.7,1268,1,7.0%,-0.2,0.34,-6.9
O=C(O)C1SCCN1S(=O)(=O)c1ccc2ccccc2c1 (stereo not given),6.0,3.0,733,-0.8,1083,i,-6.2%,51.6,i,2.0,1300,1,-20.1%,-3.6,-0.07,-7.2
COc1ccc(OCC(=O)N/N=C/c2ccncc2)cc1,2.3,1.0,681,-2.4,1107,i,1.6%,56.5,i,1.5,nt,1,-2.8%,2.6,nt,0.8
CCCCCCNC1=NCCS1,4.6,3.0,711,-0.3,1115,i,-6.7%,27.3,i,2.1,1319,1.1,-7.3%,13.8,-0.86,-3.1
CCN(Cc1cc2ccc(C)cc2[nH]c1=O)C(=O)c1ccncc1,5.5,3.7,nt,-1.9,865,i,6.3%,nt,nt,2.3,1195,1.1,7.6%,nt,0.06,-0.2
CCOCCCn1c(C)nc2c(c1=O)c1nc3ccccc3nc1n2-c1ccc2c(c1)OCCO2,nt,nt,656,-0.7,1208,nt,nt,20.7,i,nt,1396,nt,nt,0.8,-0.3,nt
CS(=O)(=O)NCCCc1ccccc1,36.6,2.4,748,-1.4,561,i,-1.1%,48.1,i,2.4,1291,1.1,-1.8%,11.8,-0.23,6.4
O=C(COC(=O)C1=COCCO1)Nc1ccccc1,3.0,1.8,712,-1.6,1024,i,-9.7%,44.4,i,1.6,1034,1.1,-5.3%,1.8,0.65,-8.4
O=C(c1ccco1)N1c2ccccc2Sc2ccccc21,1.5,4.1,651,-0.7,1087,i,-18.1%,6.7,i,2.4,1057,1,-16.8%,-7.0,-0.35,0.8
Cc1ccsc1/C=N/n1c(C2CCCCC2)n[nH]c1=S,4.0,5.1,655,-1.0,1158,i,10.7%,44.8,i,2.2,1504,0.7,13.3%,-1.1,0.46,6.9
O=C(CSc1nnc(-c2ccccc2)o1)c1ccc2c(c1)OCCO2,3.6,5.4,nt,-1.1,737,i,-1.2%,57.0,i,0.6,541,0.9,-7.5%,nt,0.51,8.2
CC(=O)c1ccc(OCc2ccc(Oc3c(Cl)cccc3[N+](=O)[O-])cc2)cc1,3.3,4.8,549,1.7,1098,i,5.0%,53.8,i,1.0,1117,1.4,20.9%,-36.8,-0.27,15.1
c1ccc2c(c1)Sc1ccccc1-n1cnnc1-2,1.1,3.5,716,nt,nt,i,-18.0%,18.1,i,1.8,nt,1.1,-12.9%,-15.4,nt,-0.9
CCN1C(=O)/C(=C2\SC(=S)N(CC3CCCO3)C2=O)c2ccccc21 (stereo not given),14.9,3.0,739,nt,nt,i,-2.3%,nt,nt,3.7,905,1,-0.6%,7.1,-0.59,4.9

(next part)
Compound,MT stabilizer cytotoxicity %,MT stabilizer,Lipid droplet cells 6.5 µM,b-catenin transl,b-catenin transl cell count 5 µM,Autophagy mod,PMI inhibition,T cell modulator vesicle-bound %,T cell modulator,MT stabilizer Hoechst-high %,Insulin prom up cell count,TNAP activators,PMI inhibitors,Lipid droplet,Insulin prom up,Autophagy mod cell loss 18 h
Cc1nc(-c2ccccc2)sc1C1(C)CC(c2ccc(OC(F)(F)F)cc2)=NO1 (stereo not given),nt,nt,715,-0.2,1395,nt,nt,6.2,i,nt,981,nt,nt,7.4,-0.39,nt
Nc1nnn(CC(=O)N/N=C/c2cccc(Cl)c2)n1,nt,nt,745,0.4,1276,nt,nt,45.9,i,nt,995,nt,nt,-11.4,0.4,nt
CCOCc1nnc(NC(=O)c2ccc(OC)cc2)s1,8.0,3.7,744,-1.1,1087,i,5.1%,48.6,i,1.9,1196,1.1,0.5%,-1.9,0.43,4.6
Cc1noc(C)c1S(=O)(=O)Nc1ccc(C(=O)NC2CCCCC2)cc1,1.9,5.2,nt,-1.7,1356,i,-1.3%,9.3,i,1.6,1708,1.1,-3.7%,nt,-0.59,6.8
COc1ccccc1NC(=O)CN(c1ccc(C)cc1)S(=O)(=O)c1c(C)n[nH]c1C,3.9,3.2,nt,3.8,1427,i,3.6%,40.3,i,1.8,1196,1.1,5.2%,nt,-0.98,-6.5
CCCCOc1ccc(C(=O)N/C(=C\c2ccc([N+](=O)[O-])cc2)C(=O)OCc2ccco2)cc1,1.5,3.4,576,-0.9,1109,i,1.4%,52.8,i,2.2,1295,1.1,10.3%,3.9,-0.27,6.2
Cc1cc(N2CCC(C(N)=O)CC2)nc(-c2ccccc2)n1,8.2,3.5,816,-2.4,1238,i,0.2%,54.3,i,1.8,834,1.1,1.3%,11.2,-0.43,-7.3
Cc1cc(C)c(C#N)c(SCC(=O)C2CC2)n1,nt,nt,714,0.3,1362,nt,nt,26.7,i,nt,1231,nt,nt,-6.0,0.09,nt
CC(C)Nc1nc(NC(C)C)nc(N(C)C#N)n1,6.7,0.3,nt,-7.6,929,i,8.1%,23.8,i,0.9,1270,1.1,3.3%,nt,1.51,1.1
O=c1c2cccnc2nc2n1CCCCC2,8.0,2.4,707,-6.3,1149,i,6.6%,38.5,i,3.1,1597,1.2,3.7%,12.6,-0.22,7.5
COc1cccc(N2CC(O)Cn3c2nc2c3c(=O)n(CCCc3ccccc3)c(=O)n2C)c1 (stereo not given),4.4,5.6,nt,-0.6,1217,i,-2.6%,52.6,i,3.1,1089,1.1,4.4%,nt,1.45,1.6
CCOC(=O)Cc1ccc(NCc2ccc(Cl)cc2)cc1,nt,nt,681,-0.8,1210,i,19.8%,27.6,i,nt,1249,1,-17.9%,6.5,-0.33,-5.0
CCOC(=O)CN1CC23C=CC(O2)C(C(=O)Nc2ccc4c(c2)OCO4)C3C1=O (stereo not given),6.2,6.0,615,-3.5,1117,i,0.5%,43.3,i,1.7,nt,1.1,3.7%,10.1,nt,-3.8
